Screening data as filed in PubChem.
Peg3 imprint: induces erasure of genomic imprints in mouse ES cells; mouse ES Peg3-LacZ reporter, beta-gal luminescence, 40 h; Potency, µM (doses to about 60.7 µM), inactives show top-dose activity change, positive = activation, hits mostly activators; 110,000 tested, 0.02% active; AID 1948;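 note: 0% = negative control wells on the plate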
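Gelatin-coated wells received 300 freshly trypsinized female ES cells with a Peg3LacZ-Neo reporter on the maternal allele, then incubated 40 hours at 37C. BetaGlo was added for 5 minutes at room temperature before a single luminescence read.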
p53ts 32C tox: p53ts cell cytotoxicity, permissive temperature | H1299-p53A138V at 32C, ATP luminescence viability, 24 h | Potency, µM (top dose mostly 46.1 µM), for inactives: at the highest dose activity change, negative = cytotoxicity, usual class: cytotoxic | 130,000 tested, 0.93% active | AID 924;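 note: 0% = DMSO and -100% = full killing by reference compound; nearly all actives have a fitted effect of over 55% in size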
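Viability by ATPlite luminescence after 24 h compound treatment (up to 46 uM) at the permissive 32C. Cells are H1299 carrying p53 A138V. Scale runs from DMSO basal to 100 uM tamoxifen as full kill; AC50 from Hill fits.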
IkB signaling: suppresses IkB signaling in ABC-DLBCL reporter cells | ABC-DLBCL IkBa-CBG/CBR dual luciferase ratio, 4 h; response scale: scaled: untreated 0%, proteasome inhibitor 100% | Potency, µM (titrated, usually from 57.1 µM), inactives show at the top dose IkBa stabilization activation | 110,000 tested, 0.04% active | AID 445; active = well fitted curve in the direction sought with a large enough effect in the signal ratio, not every such curve was filed as active; inconclusive = small, poorly fitted or top-dose-only effect, or a change in a side signal; the % refers to the signal ratio;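 note: the direction sought is a rising ratio; 0% = basal untreated cells and 100% = reference inhibitor full response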
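In this assay, an IκBα–CBG68 fusion accumulates when IKK-driven degradation is blocked; native CBR normalizes for cell number. OCI-Ly3 cells were treated 4 h with compound and doxycycline, then green and red light read after Chroma-Glo addition.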
p53ts 39C tox: kills p53ts cells at the nonpermissive temperature | Potency, µM (doses to about 46.1 µM), inactives show top-dose activity change, negative = cell killing, actives largely listed as cytotoxic | H1299-p53A138V viability at 39C, ATP luminescence, 24 h | 130,000 tested, 1.5% active; note: nearly all actives have a fitted effect of over 55% in size
Starred values were filed as active, the others as inactive; ? = inconclusive; nt = not tested or not shown; [ ] = remark or other dose. Unless noted, calls come from the whole dose curve; as a rule, active = well fitted curve in the direction sought with a large enough effect; inconclusive = small, poorly fitted or top-dose-only effect, or another doubt; inactive = no such curve, though single readings can be large; an effect the other way counts as inactive or inconclusive. Unless noted, % is set by controls: 0 for no effect and ±100 for the full control effect; potency is the fitted concentration of half-maximal effect.

SMILES	Peg3 imprint	p53ts 32C tox	IkB signaling	p53ts 39C tox
CCCOc1ccc(OC(=O)c2ccc(-c3ccc(CCC)cn3)cc2)cc1	-18%[10.9 µM]	0%	?	-3%
Cc1ccccc1CSc1nnc2[nH]c(=O)cc(C)n12	-14%[10.9 µM]	-5%	-0.7%	-2%
CCCCN(C)CCCNC(=O)C1CC(=O)N(Cc2ccc(OC)cc2)C1 (stereo unspecified)	-17%	-7%	2.1%	4%
CCCS(=O)(=O)N1CCCC(C(=O)NCc2ccc3c(c2)OCO3)C1 (stereo unspecified)	-12%	-11%	3.1%	-5%
COCCNC(=O)Cn1nc(C(F)(F)F)c(Cl)c1C	-2%	-8%	8.3%	-5%
COC(=O)c1ccccc1N1C(=O)C2C(C1=O)C1C=CC2C12CC2 (stereo unspecified)	-5%	-1%	-0.1%	-4%
O=C(c1cc2sccc2n1Cc1ccc(F)cc1)N1CCN(c2nc3ccccc3s2)CC1	nt	-8%	nt	-13%
O=C(NCCc1ccccc1)C(=O)NCC(c1ccc2c(c1)OCO2)N1CCOCC1 (stereo unspecified)	-12%[10.9 µM]	-9%	0.5%	-17%
CCOC(=O)C1=C(C)NC(=O)C(C#N)C1c1ccncc1 (stereo unspecified)	-10%	-3%	-6.2%	-2%
CCCCCn1c(=O)[nH]c2cc(C(=O)N3CCN(c4cccc(OC)c4)CC3)ccc2c1=O	-11%[10.9 µM]	0%	?	26%
CCN(CC)CCNC(=O)C(=O)NCC(c1ccc2c(c1)OCO2)N1CCOCC1 (stereo unspecified)	11%[10.9 µM]	6%	1.1%	-27%
O=C(O)C1C2C=CC(C2)C1C(=O)NCCc1ccccc1 (stereo unspecified)	-10%	8%	-1.9%	1%
Cc1ccccc1CSCc1ccc(C(=O)NCCc2ccccc2)o1	-9%[10.9 µM]	4%	-0.1%	-9%
c1cncc(-c2cc(-n3ccnc3)ncn2)c1	?	15%	-2.2%[11.4 µM]	4%
Cc1ccccc1S(=O)(=O)Cc1ccc(C(=O)NCCCOC(C)C)o1	-16%	-4%	0.8%	1%
CCCCC(C=O)NC(=O)C(CC(C)C)NC(=O)OCc1ccccc1 (stereo unspecified)	-5%	2%	0.1%	-13%
COc1ccccc1NC(=O)c1cc2ccc(O)cc2o/c1=N\O	-87%[inhibitor]	-14%	?	-22%
Cc1ccc(N(C)C(=O)c2noc3c2CCCCC3)cc1C	-6%[10.9 µM]	0%	?	7%
CNC(=O)c1cccc(-n2c(C)nc3cccnc32)c1C	23%[10.9 µM]	3%	0.9%	31%[activator]
COc1ccc(NC(=O)c2ccc3c(c2)sc2nc(-c4ccc(OC)cc4)cn23)cc1	-12%[10.9 µM]	-2%	?	6%
CCN1CCN(c2cc(C)c3cc(NC(=O)/C=C/c4cccc(OC)c4OC)ccc3n2)CC1	-2%[10.9 µM]	?	11%	?
CCOc1cc(C2c3c(oc4ccc(F)cc4c3=O)C(=O)N2Cc2ccco2)ccc1O (stereo unspecified)	-1%[10.9 µM]	-4%	-0.1%	1%
O=C(NC1CCCCC1)C(c1ccco1)N(Cc1cccnc1)C(=O)C1COc2ccccc2O1 (stereo unspecified)	-6%	0%	-0.2%	5%
CCn1c(=O)c2sccc2n2c(CCC(=O)N3CCN(c4ccccc4OC)CC3)nnc12	-3%[10.9 µM]	3%	-0.4%	22%

Molecules from the list above with a halogen:
SMILES	Peg3 imprint	p53ts 32C tox	IkB signaling	p53ts 39C tox
COCCNC(=O)Cn1nc(C(F)(F)F)c(Cl)c1C	-2%	-8%	8.3%	-5%
O=C(c1cc2sccc2n1Cc1ccc(F)cc1)N1CCN(c2nc3ccccc3s2)CC1	nt	-8%	nt	-13%
CCOc1cc(C2c3c(oc4ccc(F)cc4c3=O)C(=O)N2Cc2ccco2)ccc1O (stereo unspecified)	-1%[10.9 µM]	-4%	-0.1%	1%

The results go on:
SMILES	Peg3 imprint	p53ts 32C tox	IkB signaling	p53ts 39C tox
COc1cc2c(cc1NC(=O)COC(=O)Cn1cnc3ccccc31)oc1ccccc12	3%	5%	1.5%	-2%
CC(=O)c1c(N2CCOCC2)nc(=S)n(-c2cc(C)ccc2C)c1C	15%	6%	-1.0%	-5%
C=CCN(CC=C)C(=O)Nc1cc(Cl)ccc1OC	-19%	2%	-0.7%	5%
COc1ccc(C)cc1NC(=O)c1noc2c1CSc1ccccc1-2	-7%[10.9 µM]	-15%	?	0%
CC(C)CCNc1ncnc2c1cnn2-c1cccc(Cl)c1	-14%[10.9 µM]	7%	?	?
COCCN(CCOC)C(=O)c1ccc(Cc2nc3ccccc3[nH]2)cc1	nt	5%	nt	13%
Cc1ccc(-c2nnc3c4ccccc4c(-c4ccccc4)nn23)cc1	-8%[10.9 µM]	-1%	3.2%	-1%
COC(=O)c1c(NC(=O)COc2cc(C)c(Cl)c(C)c2)sc2c1CCCC2	18%[10.9 µM]	7%	2.8%	11%
CCN(CC)CCCNC(=O)c1cn(CC)c2ccc(S(=O)(=O)N3CCc4ccccc4C3)cc2c1=O	14%[10.9 µM]	-1%	2.7%	?
O=c1cc(-c2ccccc2)nc(N2CCN(Cc3ccc4c(c3)OCO4)CC2)[nH]1	-32%[inhibitor]	-1%	?	3%
COc1ccc(-n2ncc(C(=O)N3CCN(Cc4ccccc4)CC3)c2C2CCN(C(=O)OC(C)(C)C)CC2)cc1	2%[10.9 µM]	10%	0.5%	6%
O=C1C(=O)N(CCO)C(c2ccccc2)/C1=C(\O)c1ccccc1 (stereo unspecified)	0%	-3%	-1.1%	8%
CCCn1c(-c2ccc(F)cc2)nc2c(NC3CCN(Cc4ccccc4)CC3)nc(C)nc21	-21%	-19%	nt	-18%
Cc1ccccc1NC(=O)C1CCN(c2cnccn2)CC1	-7%	0%	0.2%	31%[activator]
COC(=O)c1ccccc1NC(=O)C1CC(=O)N(C2CCCCC2)C1 (stereo unspecified)	-16%	6%	-3.2%	1%
O=C1CC(c2ccncc2)c2cc3c(cc2N1)OCCO3 (stereo unspecified)	6%	-6%	0.5%	5%
Cc1ccccc1C(=O)Nc1cccc(C#N)c1	nt	6%	nt	-7%
CC(=O)N1CCc2cc(Br)cc(S(=O)(=O)CCC(=O)NCCc3ccc(Cl)cc3)c21	16%[10.9 µM]	4%	0.4%	-2%
CCn1c(CC2C(=O)N(C)c3ccccc32)nc2ccccc2c1=O (stereo unspecified)	-15%[10.9 µM]	0%	0.2%	-12%
CC(=O)OC[C@@H]1O[C@@H](O/N=C2/C[C@@H](O)[C@@H](O)[C@@H]3[C@@H]4C(=O)N(C5CCCCC5)C(=O)[C@H]4CC[C@H]23)[C@H](OC(C)=O)[C@H](OC(C)=O)[C@@H]1OC(C)=O	nt	2%[9.22 µM]	nt	11%[9.22 µM]
COc1ccc(OCCn2nnc3sc4c(c3c2=O)CCCC4)cc1	-9%[10.9 µM]	-1%	0.2%	-25%
Nc1nc2c(ncn2[C@H]2CC[C@@H](CO)O2)c(=O)n1C(=O)c1ccccc1	-4%[10.9 µM]	-14%[9.22 µM]	3.1%[11.4 µM]	3%[9.22 µM]
CCOC(=O)CC1(CC(=O)OCC)NC(=O)c2c(C)sc(C(=O)OCC)c2N1	-10%	8%	-0.2%	6%
COc1ccc(-n2c(=O)cnc3cnc(N4CCOCC4)nc32)cc1	?	1%	-0.1%[11.4 µM]	0%

Single values from above:
p53ts 39C tox, CCn1c(CC2C(=O)N(C)c3ccccc32)nc2ccccc2c1=O (stereo unspecified) stands at -12%
p53ts 32C tox, CC(=O)OC[C@@H]1O[C@@H](O/N=C2/C[C@@H](O)[C@@H](O)[C@@H]3[C@@H]4C(=O)N(C5CCCCC5)C(=O)[C@H]4CC[C@H]23)[C@H](OC(C)=O)[C@H](OC(C)=O)[C@@H]1OC(C)=O stands at 2%[9.22 µM]

(cont.)
SMILES	Peg3 imprint	p53ts 32C tox	IkB signaling	p53ts 39C tox
CCC(=O)NC(c1cccc([N+](=O)[O-])c1)c1c(OC(C)=O)ccc2ccccc12 (stereo unspecified)	nt	-7%	nt	-6%
CC(C)Nc1ccc(-c2nc(-c3ccccn3)no2)cc1[N+](=O)[O-]	-16%[10.9 µM]	-9%	0.1%	-3%
COc1ccccc1CNC(=O)CSc1ncc(S(=O)(=O)c2ccc(C)c(Cl)c2)c(=O)[nH]1	12%[10.9 µM]	1%	0.2%	4%
Cc1c(-c2ccccc2)sc(N)c1C(=O)N1CCOCC1	-12%	-3%	1.5%	-3%
COC(=O)CN(n1cnnc1)S(=O)(=O)c1ccccc1	4%	6%	?	-1%
COc1ccc(CNC(=O)C2CCN(S(=O)(=O)c3ccc(C)cc3)CC2)cc1	-12%[10.9 µM]	-4%	2.8%	12%
CCc1nn(CC(=O)Nc2cc(C)cc(C)c2)c(=O)c2cc3sccc3n12	3%[10.9 µM]	11%	-1.1%	-9%
CCCCN1CCCc2cc(CN(CCCN3CCOCC3)C(=O)Nc3ccc(OCC)cc3)ccc21	-9%[10.9 µM]	-10%	?	?
CCOC(=O)N1CCC(Nc2ncnc3c2cnn3-c2ccc(C)cc2C)CC1	-26%	7%	-2.4%	14%
CCCCC(CC)Cn1c(N)c(C#N)c2nc3ccccc3nc21 (stereo unspecified)	-25%	-4%	0.0%	-28%
Cn1c(NC(=O)c2ccc(Cl)s2)cc(=O)n(C)c1=O	nt	7%	nt	-6%
CCC(=O)Nc1ccccc1-c1nc2ccccc2n(C(CC)C(=O)Nc2cccc(Cl)c2)c1=O (stereo unspecified)	7%[10.9 µM]	2%	2.3%	-16%
CCOC(=O)c1c(C)sc(-c2c(-c3ccc(OC)c(F)c3)[nH]c3[nH]c(=O)[nH]c(=O)c23)c1O	-9%[10.9 µM]	2%	-0.7%	-6%
C=CCC(NCc1ccccc1)c1ccco1 (stereo unspecified)	2%	2%	0.8%	7%
Cc1ccc(NC(=O)/C(C#N)=C\c2ccc(-c3ccc(Cl)cc3)o2)c(C)c1	-7%[10.9 µM]	-10%	5.5%	-8%
Cc1ccc(NC(=O)Cn2cc(C(=O)C3CCCCC3)c3ccccc32)cc1	5%[10.9 µM]	9%	?	-16%
Cc1cccc(N2C(=O)CS(=O)(=O)C23C(=O)N(C)c2ccccc23)c1 (stereo unspecified)	-6%[10.9 µM]	-7%	?	13%
O=C(Nc1sc2c(c1C(=O)NCc1ccccc1)CCCC2)c1cc(=O)c2ccccc2o1	-37%[inhibitor][10.9 µM]	7%	?	15%
CC(C)(C)c1c2c(c(C(C)(C)C)c3c1OCN(Cc1ccccc1)C3)OCN(Cc1ccccc1)C2	-4%[10.9 µM]	-5%[9.22 µM]	-0.1%[11.4 µM]	-2%[9.22 µM]
CCCN(CCC)CCCNC(=O)c1cc2c(=O)n(C)c3ccccc3c2s1	7%[10.9 µM]	8%	0.2%	-9%
O=C(NC1CCCCC1)c1cnn2c(C(F)(F)F)cc(-c3ccco3)nc12	-20%	7%	-0.5%	43%[activator]
Cc1ccc(-n2c(=O)[nH]c3c(C(N)=O)nc(-c4ccc(C)o4)nc32)cc1	-3%	4%	1.2%	-5%
CCCCC(=O)OC1=C(C(=O)c2ccccc2)N(C)S(=O)(=O)c2ccccc21	?	6%	12%	-4%
COC(=O)CCCCCN1C(=O)NC(c2ccc(-c3ccccc3)cc2)C(C(=O)OCc2ccccc2)=C1C (stereo unspecified)	-3%	3%	nt	6%
Cc1cccc(C(=O)Nc2ccc3nc(SCC(=O)N4CCCC4)sc3c2)c1	-20%[10.9 µM]	?	?	-5%
Cc1nnc(SCCn2c(N3CCCC(C)C3)nc3c2c(=O)[nH]c(=O)n3C)s1 (stereo unspecified)	22%	-5%	-2.2%	6%
CC1CCN(c2nc3c(c(=O)n(C)c(=O)n3C)n2CCSc2ncccn2)CC1	-20%	-7%	0.9%	34%[activator]
Cc1ccc(Cl)cc1N1CCN(C(=O)CCCn2c(=O)[nH]c3ccc(Br)cc3c2=O)CC1	-5%[10.9 µM]	0%	?	-18%
CCOc1ccc(OCC)c(NC(=O)CN2CCN(c3cccc(C)c3C)CC2)c1	-29%	9%	0.8%	7%
O=C(OCCN1C(=O)c2ccccc2C1=O)c1cc(S(=O)(=O)N2CCOCC2)ccc1F	5%	-16%	3.9%	-19%

Looked up by compound from the entries so far, two records:
SMILES	Peg3 imprint	p53ts 32C tox	IkB signaling	p53ts 39C tox
CC1CCN(c2nc3c(c(=O)n(C)c(=O)n3C)n2CCSc2ncccn2)CC1	-20%	-7%	0.9%	34%[activator]
Cc1nnc(SCCn2c(N3CCCC(C)C3)nc3c2c(=O)[nH]c(=O)n3C)s1 (stereo unspecified)	22%	-5%	-2.2%	6%
